High-throughput results from PubChem.
MT stabilizer – microtubule stabilization, imaging screen. hit rate 0.83% among 200,000. % tubulin-high responders, % at 10 µM. HeLa tubulin immunostaining HCS, 24 h; share of cells brighter than vehicle mean+2SD. AID 2205;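 active = plate Z-score above 3 for both tubulin-high and condensed-nucleus cell shares, with cell loss under 80%, at 10 µM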;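 also: anti alpha tubulin signal scored within the nucleus-defined area of each cell; some results filed as inactive read as strong as hits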
Dynein transport – blocks dynein driven cargo transport along microtubules. z-score, hits read low. 3617.4 mouse cells, GR-EGFP nuclear translocation imaging; test concentration mostly 20 µM; stimulated with dexamethasone, 1 µM; hits give low values. hit rate 0.47% among 220,000;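 active = plate z-score of nuclear minus cytoplasmic receptor signal below a set negative limit, without overly bright fluorescence or cell loss, cut at about -3.5 in these data, passing the limit was not always enough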;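 also: z-score of nuclear minus cytoplasmic ring GR-EGFP intensity difference per well; some compounds called inactive have numbers as strong as hits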
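Buffer or medium: tet-free, stripped-serum medium; Also added: dexamethasone, 1.0 µM final; Technique: high-content fluorescence imaging after fixation; Times: 48 h induction, 1 h compound, 30 min dex at 37 °C; Read-out: per-cell GR-EGFP intensity, nucleus versus surrounding cytoplasmic ring, well-averaged.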
Autophagy mod – autophagy modulation, high-content screen; MEF GFP-LC3 puncta imaging; test concentration mostly 10 µM; calls only at 10 µM (by protocol); hit rate 0.98% among 190,000;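 active = percentage of spot-positive cells more than 3 SD above its plate mean, without a fluorescence outlier flag or 80% toxicity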;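 also: spot-positive cell cutoff set from DMSO-treated cells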
NOD2 inhibition – NOD2 signaling inhibitors, cell-based, luminescence, uHTS, HEK293 (AID 1566); hit rate 0.63% among 290,000; inhibition, % at 4 µM; hits with a dose series show EC50 in µM; HEK293 NOD2/NF-kB luciferase reporter, luminescence; higher % means a stronger effect; in the data active = inhibition above about 50%; also: many of its hits are not listed in these tables
NOD1 NF-kB reporter – NOD1 signaling inhibitors, primary screen, cell-based, luminescence, uHTS (AID 1578) | NOD1-driven NF-kB luciferase reporter cells, luminescence; higher % means a stronger effect | one-dose inhibition, % at 4 µM; EC50 in µM for titrated hits | hit rate 1% among 290,000; in the data active = inhibition mostly above about 36%, no sharp cut-off; inactive = mostly below about 34%;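 also: HEK-293T reporter cells stimulated with the NOD1 agonist gamma-tri-DAP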
Insulin prom up – MIN6 insulin promoter up-regulation | MIN6 insulin promoter-GFP reporter, high-content imaging; hits give high values | z-score at 5 µM | hit rate 0.3% among 190,000 | AID 1625;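 active = z-score above 3 at 5 µM with at least 500 cells counted in the well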
bCat nuc transl – modulators of beta-catenin nuclear translocation. AID 1665. HeLa beta-catenin nuclear translocation, immunofluorescence imaging. nuclear translocation activity, % at 5 µM. hit rate 0.3% among 190,000;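 active = nuclear translocation activity above 50% at 5 µM, with a well cell count of 50 or more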;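 also: per-cell ratio of nuclear to cytoplasmic median beta-catenin stain intensity; plate controls were DMSO negative control for no effect and GSK-3 inhibitor IX positive control for full effect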
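Test system: human HeLa cell line; Doses: 5 µM primary, 0.02–20 µM confirmation; Incubation: 24 h compound exposure, 37°C; Detection: beta-catenin immunofluorescence imaging with DAPI; Read-out: beta-catenin nuclear/cytoplasmic ratio, % activation.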
Yfh1-depleted yeast – enhancers of respiration in Yfh1-depleted yeast, dose response, Friedreich's ataxia, plus single-dose screen (AID 1465); hit rate 0.074% among 220,000; fold induction at 50 µM, or EC50 in µM where a hit was titrated; S. cerevisiae Yfh1-off respiration, WST-1 reduction, 72 h; higher fold induction means a stronger effect;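 active = fold induction of absorbance versus untreated yeast above a set limit, then at least 30% activation at any dose in follow-up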;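 also: activators that raise dye reduction in frataxin-depleted yeast; strong numbers were not always called active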
M17LAP inhibition – P. falciparum M17LAP inhibitors, primary screen, biochemical, fluorogenic H-Leu-NHMec substrate, 1536-well (AID 1619); recombinant M17LAP, H-Leu-NHMec fluorogenic kinetic assay; higher % means a stronger effect; inhibition, % at 30 µM, or IC50 in µM where a hit was titrated; hit rate 0.38% among 220,000;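 active = compound inhibiting the enzyme by more than half at any dose during confirmatory dose-response retesting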;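 also: plate controls were full reaction with DMSO carrier for no effect and no enzyme background for full effect; strong numbers were not always called active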
Dynein transport cytoplasmic EGFP – second read-out of Dynein transport, no call of its own (marks repeat the call); z-score; measured here: cytoplasmic GR-EGFP intensity; hits give high values
Dynein transport nuclear GR-EGFP – also measured in Dynein transport; calls as there; z-score; measured here: nuclear GR-EGFP intensity;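 lower value marks the stronger effect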
Dynein transport cell count – second read-out of Dynein transport, no call of its own (marks repeat the call); z-score; measured here: cell count per field
Insulin prom up cell count – also measured in Insulin prom up; calls as there; cell count; measured here: cytotoxicity, nuclei count;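 total cells summed across four imaged fields per well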
bCat nuc transl cell count 5 µM – further read-out of bCat nuc transl, marked with its call; cell count; measured here: cell count, cytotoxicity flag
MT stabilizer Hoechst-high % – recorded beside MT stabilizer, whose call it bears; % Hoechst-high responders; measured here: nuclear condensation Hoechst responders;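 share of cells brighter than vehicle mean plus two SD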
MT stabilizer cytotoxicity % – further read-out of MT stabilizer, marked with its call; toxicity, %; measured here: cytotoxicity by cell density;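 0% = mean cell density of plate MIN control wells and 100% = no cells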
Autophagy mod cell loss 18 h – also measured in Autophagy mod; calls as there; toxicity, %; measured here: cell loss, nuclei count;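 cell loss after 18 h compound exposure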
Numbers without * were called inactive; i = inactive; nt = no result given. Not all compounds are listed; count on the stated rates, not on these rows.

SMILES	MT stabilizer	MT stabilizer Hoechst-high %	MT stabilizer cytotoxicity %	Dynein transport	Dynein transport cytoplasmic EGFP	Dynein transport nuclear GR-EGFP	Dynein transport cell count	Autophagy mod	Autophagy mod cell loss 18 h	NOD2 inhibition	NOD1 NF-kB reporter	Insulin prom up	Insulin prom up cell count	bCat nuc transl	bCat nuc transl cell count 5 µM	Yfh1-depleted yeast	M17LAP inhibition
COC(=O)C1=C(C)N(Cc2ccco2)C(=O)N[C@H]1c1cccc(C(F)(F)F)c1	3.5	4.7	9.6	-0.778	-0.182	0.177	0.678	i	-1.5	8.9%	-21.1%	0.3	1408	nt	nt	i	-8.0%
Cc1ccc(S(=O)(=O)N2CCN(S(=O)(=O)N3CCOCC3)CC2)cc1C	3.9	2.6	9.0	0.517	0.206	0.177	0.712	i	4.1	27.7%	-2.7%	nt	nt	nt	nt	i	-2.1%
Cc1ccc(S(=O)(=O)C2(C(=O)NC3CCCC3)CC2)cc1	3.6	2.3	4.9	0.568	-0.219	0.352	-0.529	i	0.8	7.9%	16.0%	1.57	1138	2.3	741	i	-7.4%
CC(=O)N1CCCC(C(=O)c2ccc(Oc3ccccc3)cc2)C1 (stereo not given)	0.9	1.5	1.2	2.13	-0.19	1.55	-0.838	i	4.0	-16.3%	-22.4%	nt	nt	2.7	846	i	6.1%
O=C(Nc1ccc(Cl)cc1)Nc1nnc(CSc2ccc(Cl)cc2)s1	5.5	2.0	5.6	1.42	-0.244	0.37	-0.397	i	-2.7	12.4%	-8.9%	0.41	1649	5.5	1071	i	0.0%
COc1ccc(C)cc1NC(=O)COC(=O)C1CCN(C(=O)c2ccc(Cl)cc2)CC1	5.2	1.0	4.6	1.24	-0.176	0.961	-0.267	i	27.9	-14.8%	-34.5%	0.38	1736	0.0	1006	i	1.2%
COc1ccc(OCC(=O)N2CCN(C(=O)Cc3ccccc3)CC2)cc1	2.7	1.6	2.1	-1.06	-0.299	-1.05	1.73	i	4.2	22.0%	4.9%	0.25	1874	-1.0	1072	i	-5.7%
O=C(/C=C/c1c(Cl)cccc1Cl)Nc1ccncc1	2.0	1.4	6.8	1.55	-0.218	1.25	-0.251	i	4.6	-0.9%	-14.3%	-0.61	927	nt	nt	i	0.9%
Cc1ccc(C(=O)COC(=O)c2cccs2)cc1	1.5	1.1	2.6	-0.593	-0.247	-0.131	-0.235	i	0.8	-57.2%	-49.5%	nt	nt	0.5	1115	i	-3.6%
COc1ccc(C(=O)C2CCCN(Cc3c(C)[nH]c4ccccc34)C2)c(OC)c1 (stereo not given)	4.2	2.1	8.1	-0.24	-0.247	-0.311	0.235	i	-17.7	20.0%	-18.9%	-0.38	1386	0.0	998	i	-6.8%
CN(C)C(=O)NC1C=CS(=O)(=O)C1 (stereo not given)	2.7	2.8	4.5	-0.072	-0.307	-0.383	0.227	i	11.9	11.7%	24.6%	0.01	1244	-0.2	483	i	-1.1%
O=C(Cn1c(=S)nc2ccccn21)N1CCc2ccccc2C1	3.0	1.6	2.1	-0.857	-0.247	-0.817	-0.395	i	-6.1	-20.1%	-33.1%	0.28	1210	1.0	1071	i	-4.0%
CN1C2CCC1/C(=C\c1ccccc1)C(=O)/C2=C\c1ccccc1	5.1	2.3	14.7	-1.39	-0.0694	-0.604	0.333	i	-0.2	-0.5%	36.3%	0.35	1527	1.0	1335	i	5.7%
O=C(CSc1nc2c(c(=O)[nH]1)CN(Cc1ccc(F)cc1)CC2)Nc1ccc(F)cc1	4.4	2.2	2.4	-0.591	-0.254	-0.607	-0.0265	i	-7.6	25.6%	-11.5%	-0.01	1113	-2.7	583	i	7.8µM*
CCN(C(=O)COC(=O)CNC(=O)c1ccc(C)s1)c1ccccc1	3.6	2.0	1.5	-0.477	-0.338	-0.174	0.598	i	1.3	14.5%	-4.9%	0.04	1199	-0.3	1119	i	2.3%
CCOC(=O)Cc1csc(NC(=O)COc2ccccc2)n1	2.8	1.8	0.6	-0.708	-0.255	-0.919	-0.0885	i	-7.8	7.9%	-27.1%	-0.64	1183	nt	nt	i	9.3%
CCN(CCn1cccn1)Cc1cn[nH]c1-c1cccc2ccccc12	nt	nt	nt	0.213	-0.234	0.553	0.246	nt	nt	2.5%	-11.1%	-0.1	1055	0.8	1287	i	10.9%
COc1ccccc1-c1nnc(SCC(=O)Nc2cc(C)on2)o1	2.0	2.2	5.8	1.45	-0.249	0.546	0.29	i	-4.0	4.7%	-24.3%	0.96	1499	0.4	1097	i	-4.6%
O=C(COC(=O)c1ccc2c(c1[N+](=O)[O-])C(=O)c1ccccc1C2=O)NC1CC1	1.9	2.1	3.6	-3.21	0.465	-1.86	0.744	i	-39.9	6.1%	-15.8%	0.36	1533	0.6	1499	i	2.2%
Cn1c(=O)c2c(ncn2CC(=O)NC(C)(C)C)n(C)c1=O	3.4	3.0	8.6	0.0907	0.176	-0.198	-0.0583	i	13.3	2.8%	-4.6%	0.14	1321	-3.6	935	i	5.8%
Cn1cccc1/C=C1\SC(=S)N(NC(=O)c2ccccc2Cl)C1=O	3.9	3.0	9.1	-0.133	-0.315	-0.292	0.382	i	-2.5	20.4%	-20.7%	0.21	1395	-1.9	935	i	-6.5%
CCOc1ccc(NC(=S)N(CCc2c(C)[nH]c3ccc(C)cc23)Cc2ccco2)cc1	3.1	3.7	9.6	2.03	0.144	2.28	-1.99	i	6.8	0.1%	55.6%	-1	977	-5.8	616	nt	-1.1%
COC(=O)c1sc(-c2cccs2)cc1N	nt	nt	nt	-1.35	-0.256	-0.0359	0.371	nt	nt	-2.8%	-8.4%	-0.23	1136	1.4	1334	i	-3.3%
O=C(CCc1ccccc1)NNC(=O)Cc1ccc(Cl)cc1	3.2	2.2	3.2	-0.922	-0.344	-0.454	0.791	i	-8.5	8.6%	-30.5%	0.11	1189	-0.7	1067	i	3.2%
CCN1CCN(CCNC(=O)Nc2ccc([N+](=O)[O-])cc2)CC1	3.4	2.8	4.4	-0.896	-0.327	-0.0936	0.386	i	5.7	0.7%	0.4%	1.92	1393	-2.9	1079	i	13.3%
Nc1ccc(-n2nc(C(F)(F)F)cc2C(F)(F)F)cc1	nt	nt	nt	-0.572	-0.164	-0.235	0.605	nt	nt	15.0%	-6.4%	-0.01	1471	0.9	1119	i	1.4%
COc1ccc(-n2cc(CNCc3cnc4ccccn34)c(-c3cccc(F)c3)n2)cc1	4.6	1.8	4.4	-0.884	-0.198	-0.326	0.489	i	11.4	0.2%	-17.6%	0.32	1306	-2.1	1144	i	5.1%
N#CC1=C(N)C(C#N)(C#N)C2(CCC3(CC2)OCCO3)C2CC3(CC=C12)OCCO3 (stereo not given)	5.9	2.8	7.7	-0.786	-0.198	-0.0338	0.148	i	-25.6	12.6%	13.0%	-0.78	1473	-0.7	707	i	-0.4%
CCc1ccc(/C=C/C(=O)c2ccc(N3CCOCC3)cc2)cc1	6.7	3.2	5.3	-0.972	-0.256	-0.316	1.85	i	-7.8	6.9%	-15.9%	0.26	1507	-0.7	1130	i	0.0%
Cc1ccc(C(=O)/C=C/c2ccccc2[N+](=O)[O-])cc1	2.3	2.5	4.1	-4.67*	0.707*	-1.82*	0.495*	i	18.8	-71.5%	-27.3%	-0.04	1404	0.0	1523	i	0.4%
COc1ccc(C(=O)NNC(=O)CN2CCC(n3nnc4cc(C(F)(F)F)ccc43)CC2)cc1	1.4	1.8	7.9	nt	nt	nt	nt	i	3.1	-1.9%	15.9%	0.85	1749	1.5	998	i	1.5%
CCn1c(SCc2ccccc2)nnc1C1CCCCC1	3.3	2.9	3.8	-1.05	-0.171	-0.722	-0.158	i	-6.5	7.2%	5.2%	-0.4	1472	2.9	1044	i	5.7%
COC(Cn1c(-c2cccc(S(=O)(=O)N(C)C)c2)n[nH]c1=S)OC	2.8	1.6	9.6	-0.803	-0.297	-0.0571	0.248	i	3.7	8.1%	-34.1%	-0.13	1256	-4.7	1091	i	-4.0%
